Screens from PubChem.
SDO1 yeast rescue – restores growth of sdo1-depleted yeast. S. cerevisiae sdo1-depleted JHY4D growth rescue, OD600 30 h; hits give high values; pdr5 snq2 efflux-pump mutant strain. z-score at 10 µM. AID 817. hit rate 0.21% among 140,000;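 active = z-score above 3 at both the 24 hr and the 30 hr optical density reads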;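 also: z-score against mean and SD of all compound wells on the same plate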
INS promoter inh – TRM-6 insulin promoter activity inhibition. TRM-6 cells (human fetal islet line), insulin promoter-eGFP reporter, imaging; reporter expression induced with tamoxifen. inhibition, % at 2 µM. hit rate 0.9% among 130,000. AID 1273;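 active = inhibition above the mean plus 3 SD, with well images judged a real hit on visual review, cut at about 60% in these data, passing the limit was not always enough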
SDO1 yeast rescue Rescue 24 h – second read-out of SDO1 yeast rescue, no call of its own (marks repeat the call); z-score; S. cerevisiae sdo1-depleted JHY4D growth rescue, OD600; measured here: growth rescue at 24 h;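 0 is the plate mean of compound wells and units are plate SD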
* marks the source's active call; other numbers are inactive results; . = no result given; [ ] = remark or other dose.

canonical_smiles | SDO1 yeast rescue | SDO1 yeast rescue Rescue 24 h | INS promoter inh
O=C1NCCNC(=O)c2ccccc2OCCOc2ccccc21 | 2.2 | 1.9 | .
CC(C)(C)n1nnnc1C(c1ccccc1F)N(Cc1ccco1)CC1CCCO1 (stereo not given) | -1.1 | -1.1 | -29
O=C(CSCc1ccccc1)Nc1ccc(Cl)cn1 | 0.33 | -0.48 | -93
CC(=O)Nc1ccc(S(=O)(=O)NCc2ccc(C(=O)NCCN3CCCCCC3)cc2)cc1 | 1.1[8 µM] | 2.2 | .
CN(C)c1ccc(C=Nc2ccccc2)cc1 | 0.52 | -0.35 | -13
CC1=C2C3OC(=O)C(C)[C@@H]3CC[C@](C)(O)C2C2C3C4C5(C12)[C@H]1OC(=O)[C@@H](C)C1CC[C@]4(C)O[C@]5(C)[C@@H]3O (stereo not given in full) | 0.86 | 0.7 | -31
CC(CC(=O)N1CCN(c2ccccc2F)CC1)c1ccccc1 (stereo not given) | 0.31 | 0.42 | -364
CCC12C(=O)C(CC)(C(c3ccccc3)=C1c1ccccc1)[C@@H]1C(=O)N(c3ccccc3)C(=O)C12 (stereo not given in full) | 0.22 | 0.59 | .
C=CCc1cccc2cc(NC(C)=O)c(=O)oc12 | -0.32 | -0.8 | 33
COc1cc(CCNC(=O)c2cnn3ccccc23)cc(OC)c1OC | 0.11 | 0.3 | .
O=S1(=O)CCN2C(=N1)SC1=C2CCN(Cc2ccccc2)C1 | 0.74 | -0.42 | 1
c1ccc(CNc2ncnc3scc(-c4cccs4)c23)nc1 | . | . | -8
COc1ccc(NC(=O)CO/N=C2\CCCc3nonc32)cc1 | 1.3 | 0.62 | -30
O=C(CN1CCN(c2ccc(F)cc2)CC1)NC(=O)NCc1ccco1 | . | . | -14
CCOc1cc(CNCCc2ccc(S(N)(=O)=O)cc2)ccc1OCc1ccc(Cl)cc1 | -0.99 | -1.1 | .
O=C1CN(S(=O)(=O)c2ccc(Cl)cc2)CC(=O)N1CCc1ccccc1 | -0.39 | 0.14 | -50
Cn1c(SCc2cc([N+](=O)[O-])cc3c2OCOC3)nnc1-c1ccccn1 | . | . | 0
N#CCCN(C1CCCCC1)S(=O)(=O)CCOc1ccccc1 | -0.14 | -0.23 | .
COc1ccc(NC(=O)C2CCCN(S(=O)(=O)c3cccc4cccnc34)C2)cc1OC (stereo not given) | 0.75 | 0.1 | .
O=C(CN(CCc1ccccc1)S(=O)(=O)c1ccc(Br)cc1)N/N=C/c1ccc2c(c1)OCO2 | -0.25 | 1.3 | -12

Fetched by compound from above, 2 records:
canonical_smiles | SDO1 yeast rescue | SDO1 yeast rescue Rescue 24 h | INS promoter inh
c1ccc(CNc2ncnc3scc(-c4cccs4)c23)nc1 | . | . | -8
COc1ccc(NC(=O)C2CCCN(S(=O)(=O)c3cccc4cccnc34)C2)cc1OC (stereo not given) | 0.75 | 0.1 | .

Carrying on:
canonical_smiles | SDO1 yeast rescue | SDO1 yeast rescue Rescue 24 h | INS promoter inh
Cc1ccc(NC(=S)Nc2ccc3cn[nH]c3c2)cc1C | 0.9 | 0.83 | .
CC(C)c1nc2cc3ccccc3cc2[nH]1 | 0.98 | 0.98 | 86*
N#CC(C(=O)Nc1ccccc1)=C1Nc2ccccc2N1 | -0.65 | -0.96 | 10
COC(=O)CSc1nc2ccccc2n1CC(=O)N(C(C)C)C(C)C | -0.36 | -0.2 | 35
C=CCn1c(SCC(=O)Nc2ccc3c(c2)CCC3)nc2ccccc2c1=O | 0 | 0.3 | -83
CCC(Sc1nc2ccccc2c2nc3ccccc3n12)C(=O)NCc1ccco1 (stereo not given) | 0.3 | 1.5 | 25
O=C(c1ccc(Cn2c(=O)[nH]c3ccsc3c2=O)cc1)N1CCN(c2ccccc2)CC1 | . | . | 67
O=C(NC(=O)c1ccncc1)NC(c1ccccc1)c1ccccc1 | -0.8 | -0.26 | 8
COCCNc1nc(SCC(=O)N2CCN(c3ccccc3OC)CC2)nc2ccccc12 | -0.34 | -0.45 | 14
COC(=O)c1ccc(C2N=C(c3cccs3)CC(c3ccccc3O)N2)cc1 (stereo not given) | . | . | -12
CCc1c(C)nc2cc(-c3cccs3)[nH]n2c1=O | 0.94 | 0.66 | 14
S=C(NCCCN1CCOCC1)Nc1ccc(N2CCOCC2)cc1 | . | . | -7
Cc1ccc(-c2noc(CN3CCN(Cc4ccccc4)CC3)n2)cc1 | 0.23 | 0.22 | 14
COC(=O)C1CC(=O)c2ccsc2C1 (stereo not given) | 1.8 | 1.4 | .
CC(=O)NCc1ccc(C(=O)CCl)s1 | . | . | -25
Cc1ccc(S(=O)(=O)n2cnc3cc([N+](=O)[O-])ccc32)c(C)c1C | 1.2 | 0.98 | 45
CC(C)(O[C@@H]1O[C@H](CO)[C@@H](O)[C@H](O)[C@H]1O)[C@H]1Cc2cc3ccc(=O)oc3cc2O1 | 1.4 | 1.6 | 38
CCN1CCN(Cc2nc3c(c(=O)n(C)c(=O)n3C)n2CC(=O)c2ccccc2)CC1 | 0.74 | 0.62 | .
COCCNC(=O)CSc1nc2ccccc2c(=O)n1CCCC(=O)NCc1ccccc1 | 1.4 | 1.6 | 17
O=C1C(Cl)=C(NC2CCCCC2)C(=O)N1c1ccc(Cl)cc1 | -1.2 | -0.28 | 25

In the list so far, these contain an NH in an aromatic ring:
canonical_smiles | SDO1 yeast rescue | SDO1 yeast rescue Rescue 24 h | INS promoter inh
Cc1ccc(NC(=S)Nc2ccc3cn[nH]c3c2)cc1C | 0.9 | 0.83 | .
CC(C)c1nc2cc3ccccc3cc2[nH]1 | 0.98 | 0.98 | 86*
O=C(c1ccc(Cn2c(=O)[nH]c3ccsc3c2=O)cc1)N1CCN(c2ccccc2)CC1 | . | . | 67
CCc1c(C)nc2cc(-c3cccs3)[nH]n2c1=O | 0.94 | 0.66 | 14

Continued.
canonical_smiles | SDO1 yeast rescue | SDO1 yeast rescue Rescue 24 h | INS promoter inh
Cc1c(Br)c([N+](=O)[O-])nn1C(C)C(=O)NCc1cccnc1 (stereo not given) | 0 | -0.21 | -23
Cc1c(C(=O)OC2CCCC2C)[nH]c2c1C(=O)CCC2 (stereo not given) | -0.86 | -0.46 | -14
CC(/C=N/n1c(-c2ccco2)n[nH]c1=S)=C\c1ccccc1 | -0.99 | -1 | .
CN(Cc1ccccc1)S(=O)(=O)c1ccc(NC(=S)NC(=O)C(C)(C)C)cc1 | 0.31 | 1.1 | 13
Cn1c(C(=O)NCc2ccccn2)cc2c(=O)n(C)c3ccccc3c21 | -0.54 | -0.45 | .
COc1ccc(S(=O)(=O)N2CCN(Cc3ccc4c(c3)OCO4)CC2)c2ccccc12 | -2 | -1.2 | .
CC(C)N1CCNCC1 | . | . | 20
O=C(Cc1ccccc1)NCc1ccc(F)cc1 | 1.5 | 1.8 | .
CCCCCCCn1ccc(=N)cc1 | -0.1 | -0.19 | 30
CCOc1ccc(S(=O)(=O)N(C(=O)c2ccco2)c2cc3sc(=O)oc3c3ccccc23)cc1 | -0.51 | -0.68 | -15

Continued:
smiles	SDO1 yeast rescue	SDO1 yeast rescue Rescue 24 h	INS promoter inh
CCc1c(C)nc(/N=C(/NC(=O)c2ccccc2)Nc2ccccc2OC)[nH]c1=O	.	.	-19
N#CC12CCCCC1CC1CCCCC1(C#N)N2Cc1ccccn1 (stereo not given)	0.31	0.29	.
CC(=O)c1ccc(OC2OCCOC2Oc2ccc(C(C)=O)cc2)cc1 (stereo not given)	0.17	0.75	27
COC(=O)c1c(C#N)c(N)nc2c1CCC2	0.13	-0.26	6
Cc1ccc(S(=O)(=O)N/N=C/c2ccc(OC3CSC3)cc2)cc1	-0.74	-0.48	0
O=C(N/N=C/c1c[nH]c2ccccc12)c1ccncc1	0.82	-0.07	17
CCOC(=O)c1ccccc1NC1c2ccccc2C(=O)N1C1CCN(C(=O)OCC)CC1 (stereo not given)	-1.4	-0.88	.
COc1ccc(OC)c(C2=NOC(C(=O)Nc3cccnc3)C2)c1 (stereo not given)	2.2	3.7	-360
CC(=O)c1ccc(N2CCN(C(=O)Cc3n[nH]c(=O)c4ccccc34)CC2)cc1	.	.	21
O=C(Nc1cnn(C23CC4CC(CC(C4)C2)C3)c1)c1cnn2cccnc12	-1.2	-0.89	62
COc1ccc(C2CC(c3ccc(F)cc3)Nc3nc(N)nn32)cc1OC (stereo not given)	0.1	-0.15	.
Cc1nn2c3c(cnc2c1-c1ccccc1)C(=O)CC(c1ccco1)C3 (stereo not given)	-1.1	-1	-136

Quoted from the listing:
O=C(Nc1cnn(C23CC4CC(CC(C4)C2)C3)c1)c1cnn2cccnc12 in SDO1 yeast rescue Rescue 24 h has -0.89
COc1ccc(C2CC(c3ccc(F)cc3)Nc3nc(N)nn32)cc1OC (stereo not given) in SDO1 yeast rescue has 0.1
Cc1nn2c3c(cnc2c1-c1ccccc1)C(=O)CC(c1ccco1)C3 (stereo not given) in SDO1 yeast rescue Rescue 24 h has -1
N#CC12CCCCC1CC1CCCCC1(C#N)N2Cc1ccccn1 (stereo not given) in SDO1 yeast rescue has 0.31
Cc1ccc(S(=O)(=O)N/N=C/c2ccc(OC3CSC3)cc2)cc1 in SDO1 yeast rescue Rescue 24 h has -0.48
CCc1c(C)nc(/N=C(/NC(=O)c2ccccc2)Nc2ccccc2OC)[nH]c1=O in INS promoter inh has -19

(next part)
smiles	SDO1 yeast rescue	SDO1 yeast rescue Rescue 24 h	INS promoter inh
COc1cc([C@@H]2[C@H]3CN(C)CC=C3C(C#N)=C(N)C2(C#N)C#N)cc2c1OCO2	0.63	0.06	.
O=c1[nH]c(-c2ccco2)nc2sc3c(c12)CCCC3	-0.46	-0.34	27
Cc1ccc(C)c(NC(=O)CSc2nnc(-c3ccccc3C)o2)c1	-0.93	-0.75	-33
O=C(CCCC(=O)N1CCN(c2ccc([N+](=O)[O-])cc2)CC1)c1ccccc1	0.6	0.53	28
O=C(Nn1cnc2ccccc2c1=O)c1ccccc1Cl	0.67	0.82	.
CN(c1ccc(OCC(=O)N2CCOCC2)cc1)S(=O)(=O)c1ccc(F)cc1	.	.	38
Cc1cccc(OC2CCN(Cc3c(C(=O)N4CCCC4)nc4ccccn34)CC2)c1	.	.	5
CCC1C2CN(C(C)=O)CC=C2C(C#N)=C(N)C1(C#N)C#N (stereo not given)	1.2	0.94	15
CCOC(=O)CSc1nc2nc(C)cc(C)n2n1	0.36	-0.04	0
CCN1CCCC1CNC1=NCCCCC1 (stereo not given)	-0.09	-1.1	-21
CCOC(=O)C1NN=C(C(=O)c2ccc(C)cc2)C1c1ccc(C)cc1 (stereo not given)	-0.88	-0.3	-8
COc1cc2nc(-c3cccs3)oc(=O)c2cc1OC	.	.	9
CCCCOC(=O)Nc1ccc(N(C)C)cc1	0.28	-0.89	31
CCOC(=O)/C=C1\SCC(=O)N1CCOc1cccc(Br)c1	-0.85	-1.2	-23
Cn1cc(C(=O)NC2CCCCCCC2)c(=O)c2cc(S(=O)(=O)N3CCCC3)ccc21	-0.78	-0.61	34
COc1ccc(C(=O)Cn2ccsc2=NC(C)=O)cc1	.	.	27
CN(C)c1ccc(NC(=O)COC(=O)Cn2nnc3ccccc32)cc1	0.28	-0.55	.
CCc1ccc(OCC(=O)OCC(=O)c2c(N)n(C)c(=O)n(C)c2=O)cc1	.	.	-47
C/C(=N\NC(=O)C(=O)Nc1cccc(C(F)(F)F)c1)c1ccc(Cl)s1	0.56	0.35	51
NCCCCC(NC(=O)C1CCCN1C(=O)C1CSSCC(N)C(=O)NC(Cc2ccc(O)cc2)C(=O)NC(Cc2ccccc2)C(=O)NC(CCC(N)=O)C(=O)NC(CC(N)=O)C(=O)N1)C(=O)NCC(N)=O (stereo not given)	0.55	-0.09	-73
CSCC[C@H](NC(=O)OC(C)(C)C)c1nnc(SCC(N)=O)o1	9.6*	4.2*	-29
Cc1ccc(S(=O)(=O)N2CCN(c3ccc([N+](=O)[O-])c4cccnc34)CC2)cc1	-0.22	0.3	.
CCCN1C2CCCC1CC(NC(=O)Nc1cccc(C(C)=O)c1)C2 (stereo not given)	0.7	0.08	-38
COCCNC(=O)Cc1ccc(Br)cc1	0.5	0.22	.
CCN(CC)c1ccc(C2Nc3cccc4cccc(c34)N2)c(O)c1	.	.	-71
CC1SC(C)C(=O)N(CC(=O)Nc2ccc3c(c2)OCO3)C1=O (stereo not given)	0.06	-0.29	11
Cc1cccc(NC(=O)CSc2nnc(CSc3nc(C)cc(C)n3)o2)c1	0.19	0.07	12
CCC(NC(=O)c1ccccc1NC(=O)c1ccccc1)C(=O)NNC(=O)CSc1nc2ccccc2o1 (stereo not given)	0.06	-0.07	-48
O=C(N/N=C1\CCCc2oc(C(=O)O)cc21)c1ccccc1	.	.	14
O=C(NCc1ccco1)C(NS(=O)(=O)c1cccc2nsnc12)c1ccccc1 (stereo not given)	0.46	0.26	.
CC(Cc1cccs1)NC(=S)Nc1ccc(F)cc1 (stereo not given)	-0.27	-0.58	-84
Cc1csc(NC(=O)CNS(=O)(=O)c2cccs2)n1	-0.87	-0.89	33
COc1ccc(OCCC(=O)NCCN2CCOCC2)cc1	.	.	12
O=C(NCc1cccnc1)c1cc(-c2ccco2)on1	-0.87	-0.61	.
C(=N\Nc1nc(N2CCCCCC2)nc(N2CCCCCC2)n1)/c1ccccc1	.	.	36
CCC(=O)Nc1ccc(-c2nn3c(C)nnc3s2)cc1	.	.	60
COc1ccc(CCNC(=O)NC23CC4CC(CC(C4)C2)C3)cc1OC	-0.3	-0.78	26
Nc1nc2nccc(-c3ccco3)n2n1	.	.	-14
CC(C)C1N=C(c2ccc3c(c2)OCO3)CC(c2ccccc2O)N1 (stereo not given)	-0.3	-0.72	19
COC(=O)c1cc(NC(=O)c2ccc(-c3ccccc3)cc2)ccc1Cl	-1.7	-1.1	-8
CC(=O)Nc1ccc(S(=O)(=O)Nc2cccc(N(C)S(C)(=O)=O)c2)cc1	1.6	1.2	15
CCOc1ccccc1/C=C(\NC(=O)c1ccccc1)C(=O)NCCC(=O)O	0.78	-0.28	-36
O=C(O)c1ccc(COc2ccc(CO)cc2Cl)cc1	0.79	0.69	-21

This is a subset. The share of hits here may be higher or lower than overall.
